M. tuberculosis HTS – M. tuberculosis growth inhibition, HTS (AID 449762); one-dose inhibition, % at 25 µM; IC50 in µM for titrated hits; M. tuberculosis H37Rv growth inhibition, 7H9 media; higher % means a stronger effect; 0.59% of 330,000 active; in the data active = a potency from the dose series; inconclusive = inhibition above about 70% without an active follow-up result;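 note: bacterial growth assessed after seven days of incubation; strong numbers were not always called active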
Salmonella PhoP GFP – Inhibition of PhoP regulon, Salmonella typhi GFP reporter cells, confirmation, 4 h (AID 1850). Salmonella Typhi PhoP-promoter GFP reporter, fluorescence, 4 h; higher % means a stronger effect. inhibition, % at 50 µM; hits with a dose series show IC50 in µM. 0.33% of 310,000 active; in the data active = a potency from the dose series; inconclusive = inhibition mostly from about 25% at the one dose, without a potency; inactive = the rest, 99 in 100 with inhibition below about 19%;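 note: 0% = induced wells with vehicle and 100% = uninduced wells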
tuberculosis growth – growth inhibition of non-replicating M. tuberculosis (AID 488890); Mycobacterium tuberculosis non-replicating, growth inhibition; higher % means a stronger effect; inhibition, % at 25 µM; hits with a dose series show IC50 in µM; 0.39% of 320,000 active; in the data active = a potency from the dose series; inconclusive = inhibition mostly from about 82% at the one dose, without a potency; inactive = the rest, 99 in 100 with inhibition below about 76%;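 note: plate controls were DMSO cells for no effect and high antibiotic wells for full effect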
H1N1 NS1A inhibition – NS1A inhibition, H1N1 influenza, cell based functional assay (AID 504329); 0.3% of 340,000 active; NS1A functional cell-based assay, percent inhibition; higher % means a stronger effect; one-dose inhibition, % at 12.5 µM; IC50 in µM for titrated hits; in the data active = a potency from the dose series; inconclusive = inhibition above about 27% without an active follow-up result; note: strong numbers were not always called active
inhibitors of VEEV – inhibitors of VEEV TC-83 cytopathic effect, confirmation, Vero cells (AID 588727) | Vero cells, VEEV TC-83 cytopathic effect inhibition; higher % means a stronger effect | one-dose inhibition, % at 20 µM; IC50 in µM for titrated hits | 0.13% of 350,000 active; in the data active = a potency from the dose series; inconclusive = inhibition mostly from about 14% at the one dose, without a potency; inactive = the rest, 99 in 100 with inhibition below about 12%; note: strong numbers were not always called active
inhibitors of VEEV 10K pilot screen – also measured in inhibitors of VEEV; calls as there; inhibition, %; measured here: 10K pilot screen inhibition
Starred values were filed as active, the others as inactive; i = inactive; ? = inconclusive; . = no result given.

SMILES | M. tuberculosis HTS | Salmonella PhoP GFP | tuberculosis growth | H1N1 NS1A inhibition | inhibitors of VEEV | others
Cc1ccc(N2CCN(C(=S)c3ccc(-c4ccccc4[N+](=O)[O-])o3)CC2)cc1 | 16.4% | 4.7% | 39.0% | -2.0% | i
Cc1cc2nc(N3CCN(C(=O)c4ccco4)CC3)sc2cc1C | 43.7% | -1.9% | 1.4% | -3.8% | 6.4%
CC1(C)CC(=O)N(CC(=O)O)c2ccccc2S1 | -0.4% | -10.6% | -12.1% | 20.5% | 2.2%
Cc1c(C(=O)N2CCc3ccccc3C2)oc2ccc(S(=O)(=O)N3CCCCCC3)cc12 | 4.7% | -4.0% | 30.2% | -1.1% | 0.2%
C=CCOC(=O)C1=C(C)NC2(O)c3ccccc3C(=O)C12O (centres undefined) | 8.0% | 26.1% | -22.3% | 1.2% | i
CCN1CCc2nc3sc(C(=O)N4CCc5ccccc5C4)c(N)c3cc2C1 | 4.7% | 14.9% | 58.8% | 2.3% | 4.6%
Cc1ccc(NC(=O)C2CCCN2S(=O)(=O)c2cccc3cccnc23)c(C)c1 (centres undefined) | -3.9% | -2.1% | 5.5% | 3.4% | i
COc1ccc(OC)c(C(=O)Cn2nnc3ccccc3c2=O)c1 | -6.0% | -7.0% | -2.0% | -2.5% | i
CCN(CC)S(=O)(=O)c1cccc(C(=O)Nc2sc3c(c2C(N)=O)CCCC3)c1 | 2.0% | 4.4% | -2.6% | 4.2% | 0.7%
CCN(Cc1nc(-c2cccc(C)c2)no1)C(=O)c1ccc2c(c1)OCO2 | 4.3% | -4.4% | 6.3% | 2.1% | 3.7%
Oc1ccc(Br)cc1CNc1ccccn1 | 1.0% | 2.8% | 4.4% | -12.8% | 1.4%
O=c1[nH]c(=S)[nH]nc1Cc1ccccc1 | -5.0% | 9.3% | 28.1% | 7.2% | 1.7%
O=C(O)CCCC(=O)N(Cc1ccccc1)Cc1ccccc1 | -7.0% | 3.8% | 8.8% | 18.4% | 2.6%
CC(C)Oc1ccc(C(=O)N2CCCc3ccccc32)cc1 | 7.8% | 0.9% | 29.0% | -0.3% | 7.0%
COc1cc(C(CCN2CCCCC2)c2c(OC)cc(OC)c3c(C)cc(=O)oc23)cc(OC)c1OC (centres undefined) | -4.7% | -4.4% | -7.5% | 4.0% | i
COc1cc(C(=O)Nc2cccc(-n3cnnn3)c2)cc(Cl)c1OC | -2.4% | -1.1% | 7.5% | 6.0% | ?
CCOCCc1nnc(NC(=O)Cc2ccc(Br)cc2)s1 | 8.1% | 0.1% | 9.8% | 1.6% | i | inhibitors of VEEV 10K pilot screen=0.2
O=C(O)c1c[nH]c(=O)c2ccccc12 | 3.2% | -1.6% | 13.7% | -6.3% | 0.5%
Cc1cccc(CSC2=CS(=O)(=O)c3ccccc3N2)c1 | -4.0% | 12.7% | 1.3% | 3.7% | i
O=C(Nc1ncc([N+](=O)[O-])s1)c1ccccc1Br | 0.6% | -2.3% | 74.4% | -2.9% | 2.9%
CN(C)C1C(=O)c2ccccc2C1=O | -0.4% | 12.1% | ? | -5.4% | 0.4%
COc1ccc(OC)c(S(=O)(=O)NC2CC(=O)N(c3cccc(F)c3)C2)c1 (centres undefined) | -8.4% | 3.6% | -15.3% | -9.0% | 2.9%
C=CCNCCCOc1ccc(Cl)cc1C(C)(C)C | 31.5% | -8.3% | ? | -15.9% | i
CCN(C(=O)COC(=O)CNC(=O)C12CC3CC(CC(C3)C1)C2)C1CCS(=O)(=O)C1 (centres undefined) | 4.6% | -1.6% | -6.6% | 4.1% | 0.6%
Cc1c(NS(=O)(=O)c2cccc(C(=O)NCc3ccccc3Cl)c2)c(=O)n(-c2ccccc2)n1C | . | . | . | -4.2% | 10.0%

7 structures out of the list, sorted by formula weight, largest number first.
SMILES | M. tuberculosis HTS | Salmonella PhoP GFP | tuberculosis growth | H1N1 NS1A inhibition | inhibitors of VEEV | others
Cc1c(NS(=O)(=O)c2cccc(C(=O)NCc3ccccc3Cl)c2)c(=O)n(-c2ccccc2)n1C | . | . | . | -4.2% | 10.0%
Cc1ccc(NC(=O)C2CCCN2S(=O)(=O)c2cccc3cccnc23)c(C)c1 (centres undefined) | -3.9% | -2.1% | 5.5% | 3.4% | i
COc1ccc(OC)c(S(=O)(=O)NC2CC(=O)N(c3cccc(F)c3)C2)c1 (centres undefined) | -8.4% | 3.6% | -15.3% | -9.0% | 2.9%
O=C(O)CCCC(=O)N(Cc1ccccc1)Cc1ccccc1 | -7.0% | 3.8% | 8.8% | 18.4% | 2.6%
CC(C)Oc1ccc(C(=O)N2CCCc3ccccc32)cc1 | 7.8% | 0.9% | 29.0% | -0.3% | 7.0%
O=c1[nH]c(=S)[nH]nc1Cc1ccccc1 | -5.0% | 9.3% | 28.1% | 7.2% | 1.7%
O=C(O)c1c[nH]c(=O)c2ccccc12 | 3.2% | -1.6% | 13.7% | -6.3% | 0.5%

(next part)
SMILES | M. tuberculosis HTS | Salmonella PhoP GFP | tuberculosis growth | H1N1 NS1A inhibition | inhibitors of VEEV | others
CCC1(C)Cc2c(sc3c2c(=O)n(C)c2nnc(SCc4ccccc4)n32)CO1 (centres undefined) | -2.3% | -4.2% | -8.2% | 8.0% | 1.6%
COc1ccc(CCNC(=O)c2cccc(S(=O)(=O)NC(C)c3ccccc3)c2)cc1 (centres undefined) | -9.4% | . | -8.0% | -6.3% | 3.1%
Cc1nn(-c2ccc(Cl)cc2)c(=O)c2c(C)noc12 | -0.5% | 12.7% | -9.6% | -3.5% | 0.6%
COc1ccc(OC)c(C(=O)NC2CCSc3ccccc32)c1 (centres undefined) | 2.3% | 5.7% | . | 8.8% | i
CC1=CC(C)(C)NC(=S)N1c1ccc(N(C)C)cc1 | . | . | . | 2.8% | 1.4%
O=C(CSc1nc2c(sc3ccccc32)c(=O)n1CCO)NCC1CCCO1 (centres undefined) | -6.0% | 12.6% | 16.4% | -2.1% | 7.7%
O=C1CCCN1CC1CCN(Cc2nc(CC3CC3)no2)CC1 | -2.8% | -5.0% | 1.9% | -34.2% | 2.5%
O=C(Nc1cccc(Cl)c1N1CCOCC1)c1ccc([N+](=O)[O-])o1 | 6.7% | 8.5% | 8.9% | 2.4% | 0.9%
Cc1ccc(CS(=O)(=O)CCC(=O)NCc2cccs2)cc1 | -4.0% | 2.2% | -7.2% | -0.1% | i
CSCCC(NS(=O)(=O)c1ccccc1F)C(=O)Nc1cccc(C)n1 (centres undefined) | 1.2% | -1.6% | 7.5% | 0.5% | 0.9%
CCOc1c(Cl)cc(CNCc2ccccn2)cc1OC | 0.1% | 15.2% | 53.7% | 2.1% | 0.3%
O=C(CN1C(=O)NC2(CCc3ccccc32)C1=O)NCc1ccc(F)cc1 (centres undefined) | . | . | . | 8.0% | i
COc1cc(C(=O)OCCNC(=O)c2ccncc2)cc(OC)c1OC | -4.0% | -3.6% | -12.6% | 2.0% | 0.7%
CN1C(=S)SC(N(O)C(=O)Nc2cccc3ccccc23)C1(C)C (centres undefined) | 3.3% | -0.3% | -26.2% | 1.8% | 8.8%
Cc1ccc(-c2noc(CCCc3ccccc3)n2)cc1 | 4.8% | -0.5% | 11.8% | -26.3% | 0.3%
COc1cc(OC)cc(N(C(=O)CNC(=O)c2cccs2)C(C(=O)NCC2CCCO2)c2ccccc2)c1 (centres undefined) | -2.6% | -2.2% | 12.8% | -1.0% | 8.9%
COc1ccc(NC(=O)Nc2cccc3c2O[C@H](CN(C)S(=O)(=O)c2c(C)noc2C)[C@@H](C)CN([C@H](C)CO)C3=O)cc1 | 3.6% | . | 6.4% | -7.5% | 0.6%
Cc1ccc(Nc2nnc(SCc3cc(=O)n4ccsc4n3)s2)c(C)c1 | -2.7% | -7.7% | 7.7% | 6.5% | 9.1%
COc1ccc(/C(N)=N/OC(=O)c2ccc3c(c2)OCO3)cc1OC | 7.4% | -0.5% | 9.9% | -4.7% | 10.1%
Cc1ccc(NC(=O)CNC(=O)c2ccco2)cc1Cl | -2.5% | -5.2% | -2.0% | 20.3% | i
O=C(COC(=O)c1cc(S(=O)(=O)N2CCOCC2)ccc1F)NCc1ccc2c(c1)OCO2 | -7.8% | . | -0.8% | -5.9% | 2.0%
Cc1cc(NS(C)(=O)=O)c(=O)n(Cc2cccc(F)c2)c1 | . | . | . | -29.0% | 1.1%
CN(C)S(=O)(=O)c1cccc(NC(=O)COC(=O)c2cccn2C)c1 | 2.1% | 4.4% | -2.4% | 1.1% | i
Brc1ccccc1-c1nnc2sc(-c3ccc4c(c3)OCCO4)nn12 | 3.3% | -5.2% | 20.7% | -4.1% | 10.2%
CNC(=O)/C(=C\c1cccc(Oc2ccccc2)c1)NC(=O)c1ccccc1 | -4.2% | -5.5% | -12.7% | 13.5% | 0.0%

(more compounds)
SMILES | M. tuberculosis HTS | Salmonella PhoP GFP | tuberculosis growth | H1N1 NS1A inhibition | inhibitors of VEEV | others
CCCN=C1N(C)C[C@@H]2[C@@H]3C(=O)N(C)C(=O)[C@@H]3[C@](CC)(C(=O)OC)N12 | . | . | . | -10.9% | i
Cc1cc(OCCOCCN(C)C)ccc1Cl | 9.3% | 0.0% | -1.3% | -3.7% | 0.3%
Cc1cccc(N2CCN(C(=O)CN(C)S(=O)(=O)c3ccc4c(c3)CCC(=O)N4)CC2)c1C | -5.6% | . | . | 3.5% | 3.3%
FC(F)(F)c1ccc(/C=N/n2c(COc3ccccc3)n[nH]c2=S)cc1 | 3.7% | 14.6% | -0.9% | -3.4% | 1.2%
CS(=O)(=O)Nc1ccccc1C(=O)NCCSc1ccccc1 | -3.0% | -6.8% | 10.8% | 0.1% | 1.0%
Cc1ccc(-n2c(Cc3noc4ccccc34)n[nH]c2=S)cc1 | 9.3% | 161.2% | -16.5% | 2.3% | 0.9%
O=Cc1c(Nc2cccc(C(F)(F)F)c2)nc2ccccn2c1=O | ? | 2.0% | ? | -0.2% | 0.7%
COc1ccc(OC)c(C(=O)COC(=O)C(CCSC)NC(=O)COc2ccccc2)c1 (centres undefined) | -0.2% | -4.3% | -14.5% | 2.2% | 3.2%
O=C(COC(=O)/C=C/c1ccc(S(=O)(=O)N2CCOCC2)cc1)NCc1ccccc1 | 14.7% | -3.9% | -1.0% | -7.3% | i
O=C(CCCSc1nnc(Nc2ccccc2F)s1)N1CCOCC1 | -8.1% | 5.1% | 26.3% | -7.5% | 0.9%
CCCN(CC(=O)Nc1ccccc1OC)C(=O)C1CCCC1 | 1.8% | 2.1% | 1.1% | -4.3% | 0.7%
CCn1c(CN2CCOCC2)nnc1SCC(=O)Nc1ccccc1Cl | 3.9% | 2.7% | -17.8% | 1.7% | 0.8%
CCOC(=O)C(C(=O)OCC)C(C)C#CCN1CCCCC1 (centres undefined) | -2.8% | 0.0% | -5.4% | -19.2% | 1.8%
CCOC(=O)/C(=C\C=C1/Sc2cc(OCC)c(OCC)cc2N1CC)C(C)=O | 46.0% | -123.5% | 65.4% | -8.0% | 5.7%
CCN(CC)S(=O)(=O)c1cc(NC(=O)NCCCl)ccc1C | 9.0% | -31.2% | 11.9% | 19.3% | 0.9%
CC1CCCC(NC(=O)c2ccc3c(SCC(=O)O)c4c(nc3c2)CCC4)C1C (centres undefined) | 1.1% | -2.4% | 45.0% | -6.9% | 0.5%
O=C1OCCN1C(=O)[C@H]1[C@H](c2ccc(F)cc2)C(c2ccc(F)cc2)=NN1c1ccc(Br)cc1 | ? | -12.0% | 9.4% | -39.0% | 2.5% | inhibitors of VEEV 10K pilot screen=0.0
O=C(C1=NN(c2ccccc2)C(=O)CC1)N1CCc2ccccc2C1 | -1.8% | -2.6% | 9.0% | -3.4% | 3.4%
N#CC1=C(N)Nc2nc3ccccc3n2C1c1ccc(F)cc1 (centres undefined) | 2.0% | -1.1% | 3.5% | 0.8% | i
O=C(O)CNC(=O)c1ccc(Sc2ccccc2)c([N+](=O)[O-])c1 | -13.7% | 0.7% | -7.5% | -5.6% | 0.7%
COc1cc(C(=O)NCCCN2CCCC2=O)cc(Br)c1OCc1ccccc1 | 5.5% | . | 22.6% | 5.5% | i
COc1ccc(C(NC(=O)c2ccco2)c2ccc(OC)c(OC)c2)cc1OC | -5.8% | -7.3% | -13.8% | 6.4% | 0.5%
O=C(Nc1ccc(Cl)c(S(=O)(=O)N2CCCC2)c1)c1cc(=O)[nH]c2ccccc12 | -4.8% | . | 38.2% | -14.3% | 7.9%

Assay outcomes from PubChem.
